High-throughput results from PubChem BioAssay.
influenza NS1A = H1N1 influenza NS1A inhibitors, functional cell based assay (AID 504329); NS1A functional cell-based assay, percent inhibition; higher % means a stronger effect; 340,000 compounds, 0.3% hits; inhibition, % at 12.5 µM, or IC50 in µM where a hit was titrated; in the data active = a potency from the dose series; inconclusive = inhibition above about 27% without an active follow-up result; note: strong numbers were not always called active
tuberculosis growth = growth inhibition of non-replicating M. tuberculosis (AID 488890); Mycobacterium tuberculosis non-replicating, growth inhibition; higher % means a stronger effect; inhibition, % at 25 µM; hits with a dose series show IC50 in µM; 320,000 compounds, 0.39% hits; in the data active = a potency from the dose series; inconclusive = inhibition mostly from about 82% at the one dose, without a potency; inactive = the rest, 99 in 100 with inhibition below about 76%;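 note: plate controls were DMSO cells for no effect and high antibiotic wells for full effect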
H37Rv inhibition = M. tuberculosis growth inhibition, HTS (AID 449762) | M. tuberculosis H37Rv growth inhibition, 7H9 media; higher % means a stronger effect | inhibition, % at 25 µM, or IC50 in µM where a hit was titrated | 330,000 compounds, 0.59% hits; in the data active = a potency from the dose series; inconclusive = inhibition above about 70% without an active follow-up result;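 note: bacterial growth assessed after seven days of incubation; strong numbers were not always called active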
Salmonella PhoP GFP = PhoP regulon inhibitors, Salmonella typhi PhoP promoter GFP reporter, confirmatory (AID 1850); 310,000 compounds, 0.33% hits; Salmonella Typhi PhoP-promoter GFP reporter, fluorescence, 4 h; higher % means a stronger effect; inhibition, % at 50 µM, or IC50 in µM where a hit was titrated; in the data active = a potency from the dose series; inconclusive = inhibition mostly from about 25% at the one dose, without a potency; inactive = the rest, 99 in 100 with inhibition below about 19%;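 note: 0% = induced wells with vehicle and 100% = uninduced wells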
inhibitors of VEEV = inhibitors of VEEV TC-83 cytopathic effect, confirmation, Vero cells (AID 588727) | Vero cells, VEEV TC-83 cytopathic effect inhibition; higher % means a stronger effect | inhibition, % at 20 µM, or IC50 in µM where a hit was titrated | 350,000 compounds, 0.13% hits; in the data active = a potency from the dose series; inconclusive = inhibition mostly from about 14% at the one dose, without a potency; inactive = the rest, 99 in 100 with inhibition below about 12%; note: strong numbers were not always called active
inhibitors of VEEV 10K pilot screen = second read-out of inhibitors of VEEV, no call of its own (marks repeat the call); inhibition, %; measured here: 10K pilot screen inhibition
The depositor's hits bear a star; i = inactive; ? = inconclusive; · = not tested or not shown.

SMILES	influenza NS1A	tuberculosis growth	H37Rv inhibition	Salmonella PhoP GFP	inhibitors of VEEV	others
COC(=O)c1cnc(NNS(=O)(=O)c2ccc(Cl)cc2)nc1C(F)(F)F	·	-33.6%	-0.2%	-0.7%	1.8%
O=C(Cc1cccc2ccccc12)Nc1cccnc1	9.8%	5.8%	1.3%	2.0%	i
CCCCn1c(CN2CCN(C)CC2)nc2ccccc21	2.0%	30.6%	-7.9%	2.2%	0.3%
NS(=O)(=O)c1ccc(N2CCOCC2)c(C(=O)NCCCSc2ccccc2)c1	-14.3%	2.0%	6.7%	·	5.8%
COc1ccc(CC(=S)N2CCOCC2)cc1F	-1.1%	10.5%	-7.8%	1.8%	0.7%
COc1ccc(/C=N/NC(=O)c2ccc(C)nc2)cc1O	-0.2%	-7.7%	0.5%	-2.1%	i
Nc1ccc(-c2nnc(-c3ccc(N)cc3)o2)cc1	4.4%	21.0%	10.4%	9.2%	2.2%
CCCc1cc(=O)oc2cc(OC(=O)CN3C(=O)NC4(CCCC4)C3=O)ccc12	3.5%	11.1%	?	-5.2%	10.0%
CCCn1nnnc1NCc1ccccc1OCc1cccs1	-15.0%	33.3%	-3.1%	-2.7%	i
CCN1C(C)=CC(=O)[C@@H](O)[C@H]1c1ccccc1Br	-21.2%	·	·	·	i
Cc1ccc(S(=O)(=O)NCC(=O)N2CCOCC2)cc1	-0.5%	-1.8%	-6.1%	-7.3%	i
CC1CCCN(C(=O)CSc2nc3ccccc3o2)C1 (stereo not given)	-8.6%	76.3%	13.3%	4.1%	2.6%
Cc1ccc(-c2cc[n+](Cc3ccccc3)cc2)cc1	7.1%	18.8%	3.1%	19.3%	i
CC[C@]1(C(=O)OC)[C@H]2C(=O)N(Cc3ccccc3)C(=O)[C@H]2[C@H]2CN(C)C(=NCc3ccccc3)N21	16.8%	·	·	·	1.0%
CN(CCOc1cccc2ccccc12)Cc1ccccc1	-3.5%	16.3%	7.8%	-4.5%	0.4%
Cc1cccc(NC(=O)C(=O)NCC2CCCN2S(=O)(=O)c2cccs2)c1C (stereo not given)	-5.5%	20.8%	4.9%	-2.0%	4.6%
O=C(Nc1ccc(O)c2c(=O)cc(-c3cccc(Cl)c3)oc12)c1ccccc1Cl	-17.9%	19.2%	47.6%	-9.3%	11.3%
CCn1cc(C(=O)NCCC2=CCCCC2)c(=O)c2cc(S(=O)(=O)N(C)C)ccc21	-9.2%	-15.3%	?	-8.9%	4.2%
CCOc1ccccc1N1CCN(C(=O)c2cccc(-c3ccc(O)cc3)c2)CC1	7.6%	18.8%	1.8%	-8.0%	8.8%
CC(NC(=O)Nc1ccccc1)C(c1cccs1)N1CCOCC1 (stereo not given)	0.5%	3.1%	2.5%	-3.4%	0.5%
O=C(O)c1ccc(/C=N/Nc2ncc(C(F)(F)F)cc2Cl)cc1	-5.5%	6.5%	-3.1%	0.5%	1.4%
Cc1ccc[n+](CC(=O)c2ccccc2)c1	·	8.5%	5.2%	-13.9%	·
COc1cc(C(Nc2ccccn2)c2c(NC(=O)c3ccco3)sc(C)c2C)cc(OC)c1OC (stereo not given)	6.3%	35.9%	2.3%	-6.9%	7.8%
Cc1ccc(C2(C(F)(F)F)NC(=O)N3N=C4CCCCCN4C3=C2C#N)cc1 (stereo not given)	11.2%	-0.9%	-3.3%	11.5%	1.0%	inhibitors of VEEV 10K pilot screen=0.2
Cc1ccc(S(=O)(=O)N2[C@@H](c3ccccc3)C(C(=O)O)=CC[C@H]2c2ccc3c(c2)OCO3)cc1	7.6%	-15.3%	-4.0%	-8.1%	i

In the list so far, these have fluorine.
SMILES	influenza NS1A	tuberculosis growth	H37Rv inhibition	Salmonella PhoP GFP	inhibitors of VEEV	others
COC(=O)c1cnc(NNS(=O)(=O)c2ccc(Cl)cc2)nc1C(F)(F)F	·	-33.6%	-0.2%	-0.7%	1.8%
COc1ccc(CC(=S)N2CCOCC2)cc1F	-1.1%	10.5%	-7.8%	1.8%	0.7%
O=C(O)c1ccc(/C=N/Nc2ncc(C(F)(F)F)cc2Cl)cc1	-5.5%	6.5%	-3.1%	0.5%	1.4%
Cc1ccc(C2(C(F)(F)F)NC(=O)N3N=C4CCCCCN4C3=C2C#N)cc1 (stereo not given)	11.2%	-0.9%	-3.3%	11.5%	1.0%	inhibitors of VEEV 10K pilot screen=0.2

Filtered by structure: the entries above containing a Cl atom.
SMILES	influenza NS1A	tuberculosis growth	H37Rv inhibition	Salmonella PhoP GFP	inhibitors of VEEV	others
COC(=O)c1cnc(NNS(=O)(=O)c2ccc(Cl)cc2)nc1C(F)(F)F	·	-33.6%	-0.2%	-0.7%	1.8%
O=C(Nc1ccc(O)c2c(=O)cc(-c3cccc(Cl)c3)oc12)c1ccccc1Cl	-17.9%	19.2%	47.6%	-9.3%	11.3%
O=C(O)c1ccc(/C=N/Nc2ncc(C(F)(F)F)cc2Cl)cc1	-5.5%	6.5%	-3.1%	0.5%	1.4%

The results go on.
SMILES	influenza NS1A	tuberculosis growth	H37Rv inhibition	Salmonella PhoP GFP	inhibitors of VEEV	others
Cc1ccc(C)c2c1cc(C)c1nnc(SCC(=O)N3CCCc4ccccc43)n12	4.4%	8.2%	3.0%	8.8%	2.1%
NC(=O)CSc1nccn1Cc1ccccc1	5.0%	-2.1%	-0.1%	2.5%	0.6%
CC(C)Oc1ccc(Cn2c(=O)oc3ccccc32)cc1	-1.1%	72.0%	1.3%	1.4%	i
O=C1CN(C(=O)CNCc2cccc(Cl)c2)c2ccccc2N1	-1.5%	1.8%	-3.9%	0.2%	0.9%
O=C1CC[C@H](O)CCN1[C@H](CSc1ccc(Br)cc1)Cc1ccccc1	12.6%	30.7%	-7.6%	·	i
C=CCNC(=S)N1CCN(c2cc3c(cc2F)c(=O)c(C(=O)O)cn3CC)CC1	-1.8%	?	?	-3.1%	0.7%
CN(C)C(=O)C1C2NC(=S)N(c3ccc(Cl)cc3)C1(C)Oc1ccc(Cl)cc12 (stereo not given)	14.0%	78.8%	23.6µM*	2.3%	4.4%
COc1ccc2[nH]c(CN3CCN(CCC(C)C)C(CCO)C3)c(C)c2c1 (stereo not given)	-4.5%	43.9%	-7.6%	1.3%	0.0%
Cc1ccc(S(=O)(=O)N2CCOCC2)cc1C(=O)OC1CCCCC1=O (stereo not given)	-6.4%	4.4%	0.3%	-7.2%	1.2%
O=C1NC(=Nc2ccc(Cl)cc2)/C(=C/c2ccco2)S1	-0.1%	2.0%	4.3%	-5.2%	i
Cc1sc2ncn(CC(=O)NCCCN3CCC(C)CC3)c(=O)c2c1S(=O)(=O)N1CCC(C)CC1	-11.3%	2.9%	7.6%	5.8%	i
C=CCSc1nnc2nc3[nH]c4c(C)cccc4c3nn12	-1.5%	10.8%	8.3%	-13.4%	8.9%
Cn1c(CN2CCOCC2)nnc1SCC(=O)Nc1nccs1	0.2%	2.0%	-4.5%	-2.8%	1.3%
COc1ccc(C)cc1NC(=O)C(OC(=O)c1cc(C)oc1C)c1ccccc1 (stereo not given)	-7.7%	-6.6%	-2.3%	-1.2%	8.2%
CCc1ccccc1NC(=O)CNC(=O)CNC(=O)c1cccs1	-9.2%	-9.9%	-1.4%	·	2.1%
CCCCn1c(SCC(=O)NCc2ccco2)nnc1-c1ccco1	11.0%	-3.2%	-14.0%	-19.5%	3.0%
CSCCC(NC=C1C(=O)OC(C)(C)OC1=O)C(=O)O (stereo not given)	7.5%	-3.5%	6.6%	-2.3%	6.0%
CCc1ccc(-c2cc(C)no2)cc1S(=O)(=O)NCCc1ccc(OC)c(OC)c1	6.8%	5.1%	0.1%	-17.0%	6.4%
COc1ccc(N2CCN(C(=O)c3ccncc3)CC2)cc1	0.2%	2.4%	-5.5%	-9.1%	1.6%
O=C(CCNC(=O)c1ccc(Br)cc1)NNC(=O)C1COc2ccccc2O1 (stereo not given)	0.1%	-0.5%	-5.3%	-1.4%	0.9%
O=C(COC(=O)Cc1ccccc1[N+](=O)[O-])NCC1CCCCC1	-6.0%	10.8%	8.2%	-3.6%	3.5%
CN1CCN(c2nc3ccccn3c(=O)c2C=C2C(=O)N(C)C(=O)N(C)C2=O)CC1	1.4%	-1.3%	5.2%	1.5%	0.8%
OCC[C@H]1C[C@H](O)[C@@H](O)[C@@]2(CCCO2)O1	-9.1%	-9.4%	-3.0%	5.8%	0.5%	inhibitors of VEEV 10K pilot screen=0.4
C=CCn1c(SCC(=O)Nc2ccccc2OC)nc2c([nH]c3ccccc32)c1=O	-13.3%	-4.7%	-17.5%	-9.1%	1.0%
COc1ccc(CN2C(=NC(=O)CCC3CCCC3)SC3CS(=O)(=O)CC32)cc1 (stereo not given)	4.8%	11.9%	3.8%	-3.5%	0.7%
(next part)
SMILES	influenza NS1A	tuberculosis growth	H37Rv inhibition	Salmonella PhoP GFP	inhibitors of VEEV	others
CCCNC(=O)c1cccc(COc2ccccc2OC)c1	1.7%	46.5%	3.6%	-13.0%	0.3%
COc1ccc(-c2nc(CSCC(=O)NC3CC3)c(C)o2)cc1OC	1.7%	-4.4%	4.6%	8.0%	2.2%
Cc1cnc(C(=O)OCC(=O)c2csc(N3CCCCC3)n2)cn1	-0.8%	29.1%	-2.1%	-8.9%	8.1%
CCc1ccc(NC(=O)c2c(C(=O)Nc3ccccc3)sc3nc(C)cc(=O)n23)cc1	-9.2%	2.9%	-3.0%	-3.9%	1.2%
O=C(NCc1n[nH]c(=S)n1-c1ccc(Cl)c(Cl)c1)c1ccco1	10.7%	3.1%	-8.9%	-9.4%	2.2%
Cc1cc(C)c(S(=O)(=O)N2CCCOC2CNC(=O)C(=O)NCc2ccccn2)c(C)c1 (stereo not given)	-8.9%	2.4%	4.6%	-4.7%	i
O=C1NC(=O)N(CCC2=CCCCC2)C(=O)/C1=C\c1cccs1	-5.6%	36.4%	-13.0%	-14.5%	5.1%
COc1ccc(-n2cccc2C=O)cc1	-0.2%	15.4%	0.5%	-5.8%	0.8%
O=C(COC(=O)[C@@H]1CCCN1C(=O)c1cccs1)Nc1ccc(F)cc1[N+](=O)[O-]	2.4%	4.2%	7.7%	-6.8%	0.3%
O=C(Nc1ccc(S(=O)(=O)Nc2nccs2)cc1)C1CCCCC1	-3.6%	·	9.2%	10.3%	1.9%
CNc1nc(N2CCc3ccccc32)ncc1F	-1.3%	?	14.0%	-4.6%	0.5%
CCC1(C)CC2(CCCN(CCC(O)(c3ccccc3)c3ccccc3)C2)CCO1 (stereo not given)	6.7%	8.1%	1.1%	-0.3%	i
O=C1CCc2ccc(NS(=O)(=O)c3ccc(F)cc3)cc2N1	3.6%	9.9%	-3.0%	9.6%	1.8%
Cc1ccc(-c2noc(CCC(=O)Nc3cc(C)ccn3)n2)cc1	-5.4%	68.5%	4.5%	15.8%	0.4%
CCCN(C(=O)Cn1ncc2c(=O)oc3ccccc3c21)c1cccc(C)c1	-2.5%	26.2%	-7.3%	0.4%	4.9%
COc1ccccc1N1CCN(C(=O)CN(C)S(=O)(=O)c2cc(C)ccc2OC)CC1	-2.0%	-11.0%	-4.8%	2.0%	10.9%
CC(NC(=O)Cn1nc(-c2ccccc2)ccc1=O)c1ccccc1 (stereo not given)	-12.8%	-4.8%	-5.8%	-1.4%	1.7%
Cc1ccc(CN2CCSc3sccc3C2=O)cc1	3.5%	48.0%	5.5%	-23.2%	i
CCN(c1ccccc1)S(=O)(=O)c1cc(NC(=O)CSc2n[nH]c(=O)[nH]c2=O)ccc1Cl	-12.8%	30.1%	6.2%	2.7%	0.3%
CN(C)/C=C1\Oc2ccc3ccccc3c2C1=O	3.6%	18.0%	39.9%	-1.1%	1.9%
Cc1ccc(NC(=O)c2cc(N3C(=O)C=CC3=O)ccc2Cl)cc1C	5.2%	12.4%	9.5%	3.8%	0.1%
O=C(NC(Cc1ccccc1)C(=O)O)/C(=C/c1ccc(F)cc1)NC(=O)c1ccccc1 (stereo not given)	-4.0%	20.4%	-5.7%	-2.7%	1.0%
CCC12CC3CC(C1)CC(C(=O)Nc1nn[nH]n1)(C3)C2	-2.2%	39.1%	-7.4%	5.1%	i
Cc1cc(NC(=O)c2ccc(NC(=O)C3CCCO3)cc2)ccc1Br (stereo not given)	0.9%	35.2%	68.8%	2.9%	2.0%
CC1=NN(C(N)=S)C(=O)C1N=Nc1cccc(Cl)c1C (stereo not given)	-14.0%	?	39.8%	-8.7%	3.3%
Clc1cc(Cl)c(-c2cc(Cl)c(Cl)cc2Cl)cc1Cl	1.3%	-1.8%	-13.7%	·	0.5%
CC(Cc1ccccc1)N1C(=O)c2ccccc2C1=O (stereo not given)	-36.0%	-3.7%	8.7%	5.4%	0.1%
C/C(=N/NC(=O)c1ccco1)c1ccc(NC(=O)c2ccc(F)cc2)cc1	-3.1%	11.1%	-8.9%	-3.3%	0.6%
